Screening data: PubChem, Sanford-Burnham Center for Chemical Genomics
SENP7 block: SENP7 protease inhibitors, primary screen, biochemical, luminescence, uHTS. hit rate 1.5% among 330,000. AID 434973, 2010. inhibition, % at 5 µM. recombinant SENP7, Z-RLRGG-aminoluciferin luminescence, 40 min. Sentrin-specific protease 7 (Homo sapiens), Q9BQF6;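 active means inhibition above about 50% at the single test dose, limit read from the data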;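 further: plate controls were DMSO with enzyme for no effect and no enzyme buffer wells for full effect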
PfG6PD inh: PfG6PD enzyme inhibitors, primary screen, biochemical, fluorescence intensity, uHTS; PfGluPho enzyme, NADPH resazurin-diaphorase fluorescence; glucose-6-phosphate dehydrogenase-6-phosphogluconolactonase (Plasmodium falciparum 3D7); AID 504690, 2011; hit rate 0.78% among 350,000; inhibition, % at 20 µM;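 active means inhibition reaching at least a set limit at 20 µM in the primary screen, cut at about 59% in these data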;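 further: 0% = DMSO wells with substrate and 100% = DMSO wells lacking glucose-6-phosphate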
SENP6 inh: SENP6 protease inhibitors, primary screen, biochemical, luminescence, uHTS; Sentrin-specific protease 6 (Homo sapiens), Q9GZR1; Recombinant SENP6 catalytic domain, aminoluciferin luminescence; inhibition, % at 10 µM; hit rate 1.8% among 330,000;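 active means inhibition above about 50% at the single tested dose, limit read from the data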;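 further: plate controls were DMSO wells with enzyme for no effect and DMSO wells lacking enzyme for full effect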
SENP8 block: human SENP8 protease inhibitors, primary screen, biochemical, fluorescence, Nedd8 protein substrate, uHTS; Sentrin-specific protease 8 (Homo sapiens), Q96LD8; recombinant SENP8; inhibition, % at 20 µM; hit rate 0.64% among 360,000; AID 602440, 2012; in the data active means inhibition mostly above about 40%, no sharp cut-off; inactive means mostly below about 27%
Target sequence (Q96LD8 whole entry, looked up): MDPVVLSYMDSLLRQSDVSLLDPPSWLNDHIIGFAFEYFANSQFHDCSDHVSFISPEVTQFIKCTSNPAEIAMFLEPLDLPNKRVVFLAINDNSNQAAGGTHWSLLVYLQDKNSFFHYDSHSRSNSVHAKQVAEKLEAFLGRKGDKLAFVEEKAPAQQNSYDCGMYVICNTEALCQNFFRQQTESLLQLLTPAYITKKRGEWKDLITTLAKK
MPTP block: mitochondrial permeability transition pore inhibitors, primary screen, biochemical, isolated mouse mitochondria, absorbance; Ca2+ swelling absorbance, 30 min; inhibition, % at 10 µM; hit rate 1.4% among 360,000;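 active means inhibition of 50% or more, scaled per plate between neutral and stimulator controls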;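 further: 0% = DMSO wells given calcium and 100% = 1 mM EGTA wells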
HKDC1 inhibitor: HKDC1 hexokinase inhibitors, primary screen, biochemical, fluorescence, uHTS | Q2TB90 | recombinant HKDC1, G6PDH/diaphorase resazurin coupled fluorescence | inhibition, % at 20 µM | hit rate 0.16% among 340,000 | AID 493160, 2011;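 active means inhibition above about 35% when tested at 20 µM, limit read from the data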;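 further: plate controls were DMSO wells with enzyme for no effect and DMSO wells lacking enzyme for full effect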
Target sequence (Q2TB90 whole entry, looked up): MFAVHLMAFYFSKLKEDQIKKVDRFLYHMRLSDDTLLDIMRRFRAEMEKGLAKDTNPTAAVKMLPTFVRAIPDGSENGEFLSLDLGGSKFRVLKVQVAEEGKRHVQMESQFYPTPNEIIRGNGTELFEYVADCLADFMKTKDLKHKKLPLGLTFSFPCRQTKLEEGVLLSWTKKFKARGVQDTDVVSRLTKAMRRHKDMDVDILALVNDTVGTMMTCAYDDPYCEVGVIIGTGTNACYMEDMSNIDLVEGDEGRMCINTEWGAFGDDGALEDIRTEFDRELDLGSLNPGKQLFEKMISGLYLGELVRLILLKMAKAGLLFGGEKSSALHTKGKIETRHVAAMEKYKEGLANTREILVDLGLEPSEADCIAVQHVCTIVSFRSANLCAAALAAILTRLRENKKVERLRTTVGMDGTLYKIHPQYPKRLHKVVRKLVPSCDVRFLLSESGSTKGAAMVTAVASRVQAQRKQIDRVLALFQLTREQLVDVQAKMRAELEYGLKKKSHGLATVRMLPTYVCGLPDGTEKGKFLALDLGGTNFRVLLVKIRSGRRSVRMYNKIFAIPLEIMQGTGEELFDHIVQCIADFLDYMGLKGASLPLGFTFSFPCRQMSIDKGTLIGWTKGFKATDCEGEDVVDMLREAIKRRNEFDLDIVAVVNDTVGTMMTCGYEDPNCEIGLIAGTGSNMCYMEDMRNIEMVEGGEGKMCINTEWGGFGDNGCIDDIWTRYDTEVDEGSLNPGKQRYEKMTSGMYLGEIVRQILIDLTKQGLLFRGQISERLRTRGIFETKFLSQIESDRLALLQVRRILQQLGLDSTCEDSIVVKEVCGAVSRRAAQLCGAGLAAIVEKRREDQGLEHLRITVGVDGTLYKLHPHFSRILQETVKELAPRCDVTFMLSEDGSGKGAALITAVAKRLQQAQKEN
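Assay system: in-house recombinant HK5 (HKDC1) enzyme. Input: HKDC1 at 5 µg/mL. Medium: Tris pH 8.0 buffer with MgCl2, Tween-20, BSA, BME. Dosing: single 20 µM dose. Schedule: 90 min reaction incubation at room temperature, dark. Signal: resazurin-to-resorufin fluorescence via G6PDH and diaphorase coupling, 525/613 nm. Controls: DMSO-enzyme wells negative, buffer-substituted wells positive.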
GRIN3A LBD mod: binders of NR3A ligand-binding domain, primary screen, biophysical, differential scanning fluorimetry, uHTS | Glutamate receptor ionotropic, NMDA 3A (GRIN3A) ligand-binding domain | NR3A LBD differential scanning fluorimetry, Tm shift; 0% = protein alone, 100% = glycine-bound protein | Tm shift relative to glycine control, % at 25 µM | hit rate 2.5% among 340,000 | AID 1259313, 2017;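 active means melting temperature shift of at least 10% of the positive control shift, at one fixed dose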
ATG4B inh: ATG4B protease inhibitors, primary screen, biochemical, fluorescence, uHTS; inhibition, % at 8.33 µM; Cysteine protease ATG4B (Homo sapiens), Q9Y4P1; AID 504462, 2011; hit rate 0.51% among 340,000; ATG4B cleavage of LC3-PLA2, NBD-HPC fluorescence, 1 h; in the data active means inhibition above about 40%
Starred values were filed as active, the others as inactive; / = no result given.

SMILES	SENP7 block	PfG6PD inh	SENP6 inh	SENP8 block	MPTP block	HKDC1 inhibitor	GRIN3A LBD mod	ATG4B inh
O=C(CSc1nnc(-c2cccnc2)o1)Nc1ccccc1F	-4	21	-8	12	-1.6	-9	1	-12
Cc1noc(NS(=O)(=O)c2ccc(NC(=O)CSc3nc4c(cc3C#N)CCCCC4)cc2)c1C	-2	-35	11	8	-5.0	14	-23	-3
Cc1nc(N2CCOCC2)nc(OCCN(C)C)c1[N+](=O)[O-]	1	-5	-4	-1	1.9	11	-5	8
Cc1ccc(N2CN=c3s/c(=C\c4cccnc4)c(=O)n3C2)cc1	-1	16	0	25	-3.4	3	3	-4
CCN1C[C@@H]2[C@@H]3C(=O)N(Cc4ccccc4)C(=O)[C@@H]3[C@](C)(C(=O)OC)N2C1=NC1CCCCC1	-14	2	/	14	0.7	-3	-1	0
CC(Sc1nnc(-c2ccco2)n1C)C(=O)Nc1ccc(N2CCOCC2)cc1 (stereo unspecified)	-3	-1	-7	14	-1.1	-6	-1	-1
CN(C(=O)CS(=O)(=O)Cc1ccccc1Cl)c1ccccc1	2	0	-7	9	-1.1	2	5	13
CCn1ccnc1CN1CCc2c([nH]c3ccccc23)C1CC(C)C (stereo unspecified)	0	7	-27	-44	0.4	4	-1	-2
CCc1nc2ccc(C(=O)NCCc3ccc(OC)c(OC)c3)cc2nc1CC	0	3	9	12	-0.1	-3	-3	-6
CNc1ncc(C(=O)c2ccc(Cl)c(Cl)c2)s1	-1	5	9	8	0.2	-1	5	-2
COCCN(CCOC)S(=O)(=O)c1ccc(NC(=O)c2cnccn2)cc1	4	-12	5	-1	0.4	3	-1	3
CC1CN(S(=O)(=O)c2cccc(-c3csc(-c4ccccc4)n3)c2)CC(C)O1 (stereo unspecified)	1	-9	-9	8	3.7	-5	-5	-4
O=c1cc(-c2ccccc2)oc2ccc(O)cc12	56*	0	66*	-30	0.1	0	-1	-6
CCOC(=O)C1=C(CSc2nc3c(cc2C#N)CN(C)CC3)OC(N)=C(C#N)C1c1ccncc1 (stereo unspecified)	-3	21	4	-289	1.0	-5	0	4
O=C(NC(Cc1c[nH]c2ccccc12)C(=O)O)c1ccccc1 (stereo unspecified)	-1	0	-2	6	2.6	1	2	-8
Cc1cc(C(=O)NCCCN2CCN(c3cc(Cl)ccc3C)CC2)n(-c2ccccc2)n1	-15	14	-18	0	14	-5	-1	-22
CCOc1ccc(C(=O)Nc2ccccc2N2CCOCC2)cc1	-1	3	-13	19	-0.2	-11	3	3
COC(=O)c1ccc(CSc2ccc3nnc(-c4ccccn4)n3n2)o1	-12	20	-6	-36	0.1	-1	0	-10
Cc1ccc(C(OCC(O)CNC(CO)C(O)c2ccc([N+](=O)[O-])cc2)c2ccccc2)cc1 (stereo unspecified)	-9	9	-14	3	85*	0	-3	12
COc1cc(S(=O)(=O)N2CCN(Cc3ccccc3)CC2)ccc1Br	0	5	9	9	-2.2	5	-2	10
Cn1ccnc1C(O)(c1ccccc1)c1ccccc1	3	-3	-7	15	-0.2	-6	-3	4
COc1ccccc1Sc1nc(-c2ccccn2)ncc1OC	-4	22	-33	17	-1.1	23	0	6
CN1CCN(NC(=O)c2cn(-c3ccccc3)nc2-c2ccc(OC(F)F)cc2)CC1	1	-3	-7	5	0.4	-4	1	-10
CCc1cc(=O)oc2cc3occ(C)c3cc12	-9	8	-14	-199	3.2	15	-1	-6
Nn1c(SCc2ccc(Br)cc2)nnc1-c1ccncc1	3	18	-6	2	-0.3	-5	-1	1

Complete entries, looked up by structure. Values in the order: SENP7 block | PfG6PD inh | SENP6 inh | SENP8 block | MPTP block | HKDC1 inhibitor | GRIN3A LBD mod | ATG4B inh
`Cn1ccnc1C(O)(c1ccccc1)c1ccccc1` is listed with 3 | -3 | -7 | 15 | -0.2 | -6 | -3 | 4
`O=C(NC(Cc1c[nH]c2ccccc12)C(=O)O)c1ccccc1` (stereo unspecified) is listed with -1 | 0 | -2 | 6 | 2.6 | 1 | 2 | -8
`O=c1cc(-c2ccccc2)oc2ccc(O)cc12` is listed with 56* | 0 | 66* | -30 | 0.1 | 0 | -1 | -6
`Cc1ccc(C(OCC(O)CNC(CO)C(O)c2ccc([N+](=O)[O-])cc2)c2ccccc2)cc1` (stereo unspecified) is listed with -9 | 9 | -14 | 3 | 85* | 0 | -3 | 12

The listing continues.
SMILES	SENP7 block	PfG6PD inh	SENP6 inh	SENP8 block	MPTP block	HKDC1 inhibitor	GRIN3A LBD mod	ATG4B inh
CC(C)c1ccc(S(=O)(=O)N2CCN(C(=S)NCc3ccco3)CC2)cc1	6	-1	19	15	2.6	6	-8	-6
CCOc1cc(N2CCOCC2)c(OCC)cc1NC(=O)COc1cccc(Cl)c1	9	11	-5	12	-0.2	-5	1	3
CC(O)c1cccc(NC(=O)Nc2cccc(NC(=O)Nc3cccc(C(C)O)c3)c2)c1 (stereo unspecified)	1	11	8	8	0.2	-1	27*	-8
CSc1ccccc1OCc1cc(C(=O)NCCN2CCCc3ccccc32)no1	-6	14	-15	-22	-0.3	3	12*	8
CCC1CCCCN1CCCNC(=O)c1ccc(CS(=O)(=O)Cc2ccc(Cl)cc2)o1 (stereo unspecified)	-3	0	7	10	-1.6	-3	3	-6
Oc1cccc2ccc(N3CCOCC3)nc12	-9	11	-7	-195	0.1	10	2	-2
Nc1cc(Cl)nc(N/N=C/c2c(O)ccc3ccccc23)n1	38	6	58*	-20	-1.3	3	28*	-39
COc1ccc(CCCCCCOCc2ccccc2)cc1	-6	5	-8	7	13	0	-3	6
CN(C)S(=O)(=O)n1cc(/C=C(\NC(=O)c2ccccc2)C(=O)NCCCN2CCOCC2)c2ccccc21	-12	0	1	3	-0.3	0	0	-4
COc1ccccc1NC(=O)Cc1csc(NC(=S)Nc2ccccc2)n1	-2	1	-4	14	79*	10	11*	14
Cc1ccc(C)c(-n2cc(CN3CCN(C(=O)c4ncn[nH]4)CC3)c(-c3ccccc3)n2)c1	-5	-8	-14	4	-0.4	6	0	3
CC(C)(C)n1nnnc1C(c1cc2cc3c(cc2[nH]c1=O)OCCO3)N1CCSCC1 (stereo unspecified)	1	-7	-2	-286	-0.1	-6	-1	-4
CCn1nc(-c2ccccc2)c2nc3ccccc3nc21	-1	2	-3	-149	3.6	-3	6	0
CC(=O)Oc1ccc(-c2cccc(C(=O)O)c2)cc1	7	-16	17	8	-1.0	-10	-1	3
COc1ccc(C(=O)NNC(=O)C(=O)NC2CCCCC2)cc1	2	-23	-6	3	-0.6	-6	-4	2
CCN(CC)C(=O)C(=O)N/N=C/c1cccs1	-7	-4	-8	11	-0.8	-8	-1	1
O=C(NCCC(=O)N1CCCC1)c1ccccc1Cl	1	-1	-12	8	0.8	-7	-1	-10
CCc1ccccc1NC(=O)c1ccc(S(=O)(=O)NCC2CCCO2)cc1 (stereo unspecified)	-4	-9	-13	10	-1.4	-4	0	-6
CCCN1C(=O)C(O)(C2CC(=O)CC(C)(C)O2)c2ccccc21 (stereo unspecified)	-3	3	0	5	-1.3	3	-3	-7
Cc1c[nH]c2cccc(OCC(O)CNC(C)(C)C)c12 (stereo unspecified)	5	9	4	9	-3.0	-6	5	-6
COc1ccc(NC(=O)C2C3C=CC4(O3)C2C(=O)N(CCN2CCCCC2)C4C(=O)NC2CCCCC2)cc1 (stereo unspecified)	0	3	-8	0	0.9	-2	0	-4
CC1(C)CC(=O)c2cnc(NC(=O)Cc3ccc(Cl)cc3)nc2C1	7	-1	-10	15	0.8	-9	2	-4
COc1cc(/C=C(\C#N)C(=O)Nc2ccccc2)ccc1OCCN1CCOCC1	18	-1	-18	-9	-0.5	-7	0	4
CCOc1ccccc1N1CCN(C(=O)CCCc2nc3ccccc3s2)CC1	1	-2	-18	13	0.2	-9	0	-8
Cc1ccc(Sc2ncccc2N)cc1	25	-7	67*	-32	2.2	0	0	-1
(further entries)
SMILES	SENP7 block	PfG6PD inh	SENP6 inh	SENP8 block	MPTP block	HKDC1 inhibitor	GRIN3A LBD mod	ATG4B inh
C/C(=N/NC(=O)c1ccccc1)C1=C(O)CC(C)(C)CC1=O	3	-30	-7	-16	1.4	-16	-2	-2
O=C(NCCCn1ccnc1)c1cc(C(=O)C2CCCCC2)c[nH]1	5	1	-7	22	0.2	-4	0	0
CC1CCC(N2CCN(c3ncccn3)CC2)C1 (stereo unspecified)	10	-4	-6	19	0.2	-5	0	-1
Cc1ccc(N(Cc2ccccc2)C(=O)c2ccc(Cl)c(S(=O)(=O)N3CCOCC3)c2)cc1	-5	27	-14	10	-1.8	2	-1	-14
CC(C)(C)OC(=O)N/N=C\c1ccc(OC(=O)c2cccs2)cc1	-10	-8	-6	19	-1.0	-5	-21	-6
Cc1ccc(S(=O)(=O)n2nc(-c3ccc(Cl)cc3)nc2NCc2ccco2)cc1	-3	7	0	6	4.6	-2	-5	4
CN(CC(=O)Nc1ccccc1-c1ccccc1)Cc1ccccc1Cl	-10	8	-15	13	7.2	-6	-1	55*
O=C(CC1C(=O)OCN1C(=O)OCc1ccccc1)OCC(=O)c1ccccc1 (stereo unspecified)	6	-3	-1	13	1.1	-4	-3	2
CCOC(=O)C1CCN(S(=O)(=O)c2ccc(C(C)=O)cc2)CC1	1	-10	-2	2	-0.5	-5	-1	-2
CC(C)=CCN1CCN(Cc2cccc3c2OCO3)CC1CCO (stereo unspecified)	2	8	-5	7	-0.1	1	2	-11
O=C(COc1ccc(F)cc1)NCCNC(=O)COc1ccc(F)cc1	5	0	-4	15	-0.8	-5	2	-47
CC1CCN(C(=O)CCc2nc3cc(S(=O)(=O)N(C)C)ccc3n2C)CC1	12	3	1	26	0.6	-10	-1	-8
O=C(CCC(=O)Nc1cccc(C(F)(F)F)c1)NCC1CCCO1 (stereo unspecified)	3	-1	10	13	-0.5	4	-1	-2
CCCCNCc1cc(Br)c(OCC(=O)N2CCOCC2)c(OC)c1	-1	11	-6	23	-1.0	-9	3	2
C=C[C@H](CC(C)C)N(Cc1ccccc1)S(=O)(=O)N(Cc1ccc(OC)cc1)[C@H](C=C)CC(C)C	-5	24	-23	9	3.5	1	-1	1
O=C(NCCNCc1cccc(Cl)c1)c1ccco1	/	12	/	-55	-0.8	5	-8	8
CC(C)c1ccccc1NC(=S)NC1CCN(Cc2ccccc2)CC1	-2	-8	-36	17	22	8	-1	2
O=C(Nc1ccc(Br)cc1)C1CC(O)CN1C(=O)OCc1ccccc1 (stereo unspecified)	6	-10	-1	2	-2.9	4	0	1
C(=N\Nc1nc(-c2ccccc2)cs1)/c1cccs1	2	37	64*	-68	1.9	1	-8	0
O=C(C1=C[C@H](c2csc3ccccc23)C[C@H](OCc2ccc(CO)cc2)O1)N1CCCCCCC1	14	5	0	/	/	0	-6	2
Cc1ccc(S(=O)(=O)N2CC[C@@H]2C(=O)O)cc1	-3	9	-16	9	0.0	-2	2	-4
CCN(CC)S(=O)(=O)c1ccc(/C(O)=C2/C(=O)C(=O)N(CCOC)C2c2ccccc2)cc1 (stereo unspecified)	1	-42	-17	18	1.2	-5	-2	-2
Cc1ccc2c(c1)N(CCC(=O)NCc1ccc3c(c1)OCO3)C(=O)CO2	6	-6	0	13	-2.2	-3	-2	0
Cc1cc(OCC(=O)NCc2ccncc2)c2c(C)cc(=O)oc2c1	3	-10	7	-278	-0.4	2	1	16

Random draw from the library; 6.9% or so of the library scored in one or more.
